# H9c2 TAG inh = inhibitors of triacylglycerol accumulation. AID 651582. H9c2 cells, Nile Red lipid (TAG) fluorescence; cells loaded with 200 µM oleic acid. actives 0.66% (n = 230,000). inhibition, % at 12.5 µM;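 active = pattern-corrected inhibition of lipid staining of at least 50% with the nuclear-stain viability signal not falling by more than 50%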;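 also: 0% = DMSO wells and 100% = triacsin C control wells; some results filed as inactive read as strong as hits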
# H9c2 TAG inh DAPI viability = further read-out of H9c2 TAG inh, marked with its call; DAPI nuclei signal change (viability), lower = more cytotoxic, %;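 whole-well DAPI fluorescence read on a plate reader as a viability signal; minus 50 percent equals half of cells still viable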
# The depositor's hits bear a star; & = joins results of further samples.
SMILES,H9c2 TAG inh,H9c2 TAG inh DAPI viability
C[C@H](CO)N1C[C@H](C)[C@H](CN(C)C(=O)Oc2ccccc2)OCc2cnnn2CCCC1=O,3,-14
CC12CCC3C(CCC4(O)CC(O)CCC34C=NO)C1(O)CCC2C1=COC(=O)C1 (centres undefined),15,-3
CCCCCn1c(=O)c(C(=O)Nc2ncccc2C)c(O)c2ccccc21,-3,0
Cc1ccc(C)c(-n2c(C)nc3ccccc3c2=O)c1,19,-4
O=S1(=O)CCN(CCc2c[nH]c3ccccc23)CC1,-8,-11
C[C@]12CCCCC1=CC(=O)C1C2CC[C@@]2(C)C1C[C@@H](F)[C@@H]2O (some centres undefined),-11,10
O=C(c1cc([N+](=O)[O-])ccc1N1CCNCC1)N1CCOCC1,-1,7
Oc1cc2c(cc1CN1CCN(c3ccccc3)CC1)CCC2,-3,2
COc1ccc(Br)cc1CNCCc1cccc(Cl)c1,7,1
COc1ccc(NC(=O)CN2C3CCC2CC(O)(c2cccnc2)C3)cc1OC (centres undefined),-7,2
COP(=O)(OC)C(NS(=O)(=O)c1ccccc1)C(Cl)(Cl)Cl (centres undefined),1,2
CCN(CC)C(=O)c1ccc(NC(=O)c2cn(-c3ccccc3)nc2-c2ccc(OC)cc2)cc1,38,-5
Cc1cc(C=C2C(=O)N(C)C(=S)N(C)C2=O)c(C)n1C1CCCC1,6,-3
Nc1ccc(CCN2CCN(c3cccc(C(F)(F)F)c3)CC2)cc1,34,-4
Cc1cc(C(=O)NP(=O)(N2CCOCC2)N2CCOCC2)c(C)n1C1CC1,1,7
COc1ccc(F)cc1C(=O)C1CCCN(Cc2ccc(O)cc2)C1 (centres undefined),-6,19
COc1ccc(CNCCc2ccccc2F)c(OC)c1C,3,5
O=C(Nc1ccccc1)OC1CN=C(N[N+](=O)[O-])NC1 (centres undefined),7,-1
CC1=CC(=C2C(=O)NC(=S)NC2=O)C=C(C(F)(F)F)N1Cc1ccccc1,54*,-44*
Cc1cccc(N2C(=O)NC(=O)/C(=C\c3cc(C)n(-c4sc5c(c4C#N)CCCC5)c3C)C2=O)c1C,-4,0
CCOC(=O)C1=C(N)OC2=C(C(=O)CCC2)[C@]12C(=O)N(CC(N)=O)c1ccccc12,1,0
COC(=O)NC(=S)Nc1ccccc1NC(=S)NC(=O)OC,-3,-2
CC1=NN(Cc2c[nH]c3ccccc23)C(C)(C)C1,-19,7
CCOP(=O)(OCC)c1cc(CC)ccc1O,-1,4
COC(=O)C1=C(c2ccc(OC)c(OC)c2)C[C@@H]2CC[C@H]1N2C(=O)NCCNC(C)=O,6,-1

# The last two compounds of the part above lead into the next.
SMILES,H9c2 TAG inh,H9c2 TAG inh DAPI viability
CCOP(=O)(OCC)c1cc(CC)ccc1O,-1,4
COC(=O)C1=C(c2ccc(OC)c(OC)c2)C[C@@H]2CC[C@H]1N2C(=O)NCCNC(C)=O,6,-1
COC(=O)c1c(N)n(Cc2ccc(OC)cc2)c2nc3ccccc3nc12,-9,58
CN(C)[C@@H]1C(=O)C(C(N)=O)=C(O)[C@@]2(O)C(=O)C3=C(O)c4c(O)ccc(Cl)c4[C@@](C)(O)C3C[C@@H]12 (some centres undefined),5,-10
CC[C@@H](CO)NC(=O)[C@@H]1C=C2c3cccc4[nH]cc(c34)C[C@H]2N(C)C1,3,17
C=CCn1c(O)c(C(C)=Nc2ccc(N(CC)CC)cc2)c(=O)[nH]c1=O,-164,4
O=c1c2ccccc2[se]n1-c1ccccc1,-2,-3
CC12CN3CCN(CC(C3)/C1=N/NC(N)=O)C2,1,-2
CC(=O)C1CCC2(O)C3CCC4=CC(=O)CCC4(C)C3CCC12C (centres undefined),7,-8
O=C1NC(=S)NC(=O)C12C(c1ccccc1)NC(=S)NC2c1ccccc1 (centres undefined),-5,-3
CCc1ccccc1NC(=O)CN1CCN(C(=O)COc2ccccc2C#N)CC1,-5,-1
CC1(C)CSC(Nc2ccc(F)c(Cl)c2)=N1,-9,7
CC(=O)N(C1=NCCCS1)c1ccccc1Cl,11,-20
CC1([N+](=O)[O-])COP(=O)(NCc2cccnc2)OC1 (centres undefined),1,-2
CC(=O)OC1(c2ccccc2)CCN(C)CC1(C)C (centres undefined),-1,25
c1ccc2cc(C3N4CCCN34)ccc2c1 (centres undefined),3,1
COC(=O)C1=C(c2ccccc2)C[C@@H]2CC[C@H]1N2C(=O)NCCO,-8,-4
O=C(Nc1ccc(Cl)cc1)N1CC2CC(C1)c1cccc(=O)n1C2 (centres undefined),17,3
NC(C(=O)O)c1cc(=O)[nH]o1 (centres undefined),4,-8
COC(=O)C1=C(c2ccc(OCc3ccccc3)cc2)C[C@@H]2CC[C@H]1N2C(=O)NCc1ccccc1OC,2,-3
O=C(c1cccs1)c1cn(Cc2ccccc2Cl)c2ccccc12,1,0
Cc1ccc(N2C(=O)NC(=O)/C(=C\c3cccn3C(C)(C)C)C2=O)cc1,9,2
COC(=O)C1=C(c2cc3ccccc3o2)C[C@@H]2CC[C@H]1N2C(=O)N1CCCCC1,11,-16
CCOC(=O)[C@]12Cc3ccsc3[C@H]1N(Cc1ccccc1)C(=O)c1ccccc12,-12,-6
CC(=NCCCN1CCCCC1)c1c(O)n(Cc2ccccc2)c(=O)[nH]c1=O,9,-16
COc1cc(/C=C2\C(=O)NC(=O)N(c3ccccc3)C2=O)cc(OC)c1OC,-20,9
CN1CSC(=S)N(C)C1,64*,-48*

# Other records:
SMILES,H9c2 TAG inh,H9c2 TAG inh DAPI viability
CC(C)(C)P(=O)(N1CCOCC1)N1CCOCC1,17,-13
CN(C)c1ccc([N+](=O)[O-])c([N+](=O)[O-])c1,-30,1
Cc1cc(C(=O)OC(C)C(=O)Nc2ccccc2)c(C)n1C1CC1 (centres undefined),19,11
COc1ccccc1N1CCN(Cc2cnc(-c3ccccc3)[nH]2)CC1,14,-1
FC(F)=C(F)CCSc1ncn[nH]1,1,-10
Cc1nc2cc(C(=O)N3CCC4(CC3)OCCO4)ccc2n1-c1ccc(Br)cc1,-2,4
CN(C)C1(CNC(=O)c2ccc(Cl)c(S(=O)(=O)NCc3ccco3)c2)CCCCC1,37,-15
CC12CC(=O)C3C(CCC4CC(=O)C=CC43C)C1CCC2=O (centres undefined),24,16
O=C1NC(=O)N(Cc2ccc(F)cc2)C(=O)/C1=C\c1ccc([N+](=O)[O-])s1,9,-2
Cc1ccc(CN2C3CCCC2CC(NC(=S)NCc2ccccc2)C3)cc1 (centres undefined),14,13
C=CCN1CC[C@@]2(C)c3cc(O)ccc3CC1[C@@H]2C,-14,-3
COc1ccccc1N=Nc1c(O)[nH]c(=S)[nH]c1=O,-7,7
Cc1ccc2c(c1)C1CN(C)CCC1N2C(=O)c1cccs1 (centres undefined),-18,7
C=CCn1c(O)c(/C(C)=N/NC(=S)Nc2ccccc2)c(=O)[nH]c1=O,-13,1
O=C1CCN(C(=O)CNC(=O)Cc2ccccc2)CC1,7,-8
COC(=O)C(O)(c1ccc(NC(=O)c2ccccc2)cc1)C(F)(F)F (centres undefined),9,-3
O=C(Cn1cnc2sc3c(c2c1=O)CCCC3)NCCC(=O)N1CCC2(CC1)OCCO2,13,-14
CNC(=O)Nc1ccc(C(=O)N/N=C\C23CC[C@@H](O)CC2(O)CC[C@@H]2[C@@H]3CCC3(C)C(C4=CC(=O)OC4)CCC23O)cc1 (some centres undefined),-1,7
CCCC1CCCCC12C(=O)NC(=O)NC2=O (centres undefined),-16,15
CCCCCCC(Cl)(Cn1ccnc1)c1ccccc1 (centres undefined),-4,50
CCOP(=O)(C#CC(C)(C)C)C1(O)CCCCC1 (centres undefined),12,-20
CC(C)N1CCN(Cc2cc3c(cc2Cl)OCO3)CC1CCO (centres undefined),-10,12
CCCCCn1c(=O)c(C(=O)NCc2ccco2)c(O)c2ccccc21,-13,-1
O=C1NC(=O)N(Cc2cccs2)C(=O)/C1=C/c1ccc(N2CCOCC2)cc1,9,-11
O=C1OCCC1NC1=NCCC1 (centres undefined),-13,9

# Later entries:
SMILES,H9c2 TAG inh,H9c2 TAG inh DAPI viability
COc1ccc(CC2C(=O)NC(C)C(=O)N(C)C3C(=O)N(C)C(Cc4ccc(O)c(c4)Oc4ccc(cc4)C3O)C(=O)NC(C)C(=O)NC(C)C(=O)N2C)cc1 (centres undefined),123,-88
CN(CC1COc2ccccc2O1)c1nc(-c2cccnc2)nc2ccccc12 (centres undefined),-8,10
Cc1cc(C)c2c(c1)-c1cc(C)nn1C(c1cccnc1)N2 (centres undefined),13,7
CC1(O)CCC2C3CCC4=CC(=O)CCC4=C3C=CC21C (centres undefined),-5,4
CCOC(=O)c1c(-n2c(C)cc(/C=C3/C(=O)NC(=O)N(CC)C3=O)c2C)sc2c1CCCC2,-20,6
C=C1C(=O)OC2CC(C)C3C=CC(=O)C3(C)C(O)C12 (centres undefined),72,-59
C[N+]1(C)CCc2cc3c(cc2[C@H]1[C@@H]1OC(=O)c2c1ccc1c2OCO1)OCO3,9&-9,-7&-2
CCN1/C(=C/C=C/C2=[N+](CC)c3ccccc3C2(C)C)C(C)(C)c2ccccc21,-360,-43
COc1cc(C(C)=O)ccc1OC(=O)N(C)c1ccccc1,17,-13
O=S(=O)(F)c1ccc2nc(-c3cccc(Sc4ccccc4)c3)cc(Cl)c2c1,-9,1
O=c1[nH]c(=O)n(CC2CCCO2)c(O)c1/C=C1\C=Nc2ccccc21 (centres undefined),5,-3
CCn1nc(-c2cccs2)nc2c(=O)n(C)c(=O)nc1-2,10,-13
CCOC(=O)c1[nH]ncc1CN1CCCC(C(=O)c2cccc(Cl)c2)C1 (centres undefined),-9,12
C=CCC1(CC)C(=O)NC(=S)NC1=O,-6,-1
CNc1cc(N2CCN(C)CC2)ccc1[N+](=O)[O-],3,4
CSc1ccccc1C(=O)C1CCCN(Cc2ccncc2)C1 (centres undefined),-5,-2
CCc1cc2c(N3CCN(C)CC3)ncnc2s1,-4,6
CCc1ccccc1N1C(=O)CC(=O)NC1=O,-4,-10
COc1ccc(-c2ccc3n2Cc2cnnn2-c2ccccc2-3)cc1,2,10
O=C1NC(=O)C(C2CCOC2=O)N1 (centres undefined),-9,7
COC(=O)C1=C(c2ccc(OCc3ccccc3)cc2)C[C@@H]2CC[C@H]1N2C(=O)NCc1ccc(OC)cc1,4,3
CN1CCC2(CC1)CC(NC=O)c1ccccc1O2 (centres undefined),-1,16
CC1CCC2[C@@H](C)C(=O)OC3O[C@]4(C)CCC1C32OO4 (some centres undefined),12,-9
COCCN1C(=O)NC(=O)/C(=C\c2ccc(Br)cc2)C1=O,-18,0
COc1ccc(NC(=S)N2Cc3ccccc3-n3nncc3C2)c(OC)c1,-5,1

# The list continues.
SMILES,H9c2 TAG inh,H9c2 TAG inh DAPI viability
COc1ccc(-c2nn(Cc3ccccc3)cc2C(=O)NC2CC2)cc1OC,4,-10
CCN1CCc2ccccc2C1,10,-6
CN1C(=O)CN=C(c2ccc(Cl)cc2)c2cc(Cl)ccc21,-4,4
O=C(Cn1c(=O)n(CC2CS2)c2ccccc21)N1CCCCCC1 (centres undefined),0,-5
OC1(c2ccccc2)CCNC2CCCCC21 (centres undefined),4,6
O=C(O)CNC1c2ccccc2CSc2ccccc21 (centres undefined),2,-7
C=CCn1c(O)c(C(=O)CCCCCC)c(=O)[nH]c1=O,-11,3
O=c1c2ccc(Cl)cc2[nH]c(=S)n1-c1cccnc1,7,2
Cc1ccc(C2=CCNCC2)cc1,-28,7
C[C@]12CCC3C(CC[C@H]4C[C@H](O)CC[C@]34C)C1C[C@@H](O)[C@@H]2O (some centres undefined),-11,4
COc1cc2c3c(c1OC)Oc1ccc(cc1)C[C@H]1c4c(cc(OC)c(OC)c4Oc4ccc(cc4)C[C@@H]3N(C)CC2)CCN1C,86*,-40*
CN1C(=O)C(=Cc2ccccc2OS(=O)(=O)c2ccccc2)C(=O)N(C)C1=O,-7,-5
Clc1ccccc1C1NCc2ccccc2-n2cccc21 (centres undefined),-8,5
COC(=O)C1=C(c2ccc(OCc3ccccc3)cc2)C[C@@H]2CC[C@H]1N2C(=O)NCc1ccc(OC)c(OC)c1,53*,-7.8*
CCOP(=O)(OCC)C(NC(=O)NC)C(N)=O (centres undefined),-1,-1

# Rewritten with values under each structure: 18 of the compounds above
# Below each compound – H9c2 TAG inh, H9c2 TAG inh DAPI viability
O=C1NC(=O)C(C2CCOC2=O)N1 (centres undefined)
  -9, 7
COC(=O)C1=C(c2ccc(OCc3ccccc3)cc2)C[C@@H]2CC[C@H]1N2C(=O)NCc1ccc(OC)cc1
  4, 3
CN1CCC2(CC1)CC(NC=O)c1ccccc1O2 (centres undefined)
  -1, 16
CC1CCC2[C@@H](C)C(=O)OC3O[C@]4(C)CCC1C32OO4 (some centres undefined)
  12, -9
COCCN1C(=O)NC(=O)/C(=C\c2ccc(Br)cc2)C1=O
  -18, 0
COc1ccc(NC(=S)N2Cc3ccccc3-n3nncc3C2)c(OC)c1
  -5, 1
COc1ccc(-c2nn(Cc3ccccc3)cc2C(=O)NC2CC2)cc1OC
  4, -10
CCN1CCc2ccccc2C1
  10, -6
CN1C(=O)CN=C(c2ccc(Cl)cc2)c2cc(Cl)ccc21
  -4, 4
O=C(Cn1c(=O)n(CC2CS2)c2ccccc21)N1CCCCCC1 (centres undefined)
  0, -5
OC1(c2ccccc2)CCNC2CCCCC21 (centres undefined)
  4, 6
O=C(O)CNC1c2ccccc2CSc2ccccc21 (centres undefined)
  2, -7
C=CCn1c(O)c(C(=O)CCCCCC)c(=O)[nH]c1=O
  -11, 3
O=c1c2ccc(Cl)cc2[nH]c(=S)n1-c1cccnc1
  7, 2
Cc1ccc(C2=CCNCC2)cc1
  -28, 7
C[C@]12CCC3C(CC[C@H]4C[C@H](O)CC[C@]34C)C1C[C@@H](O)[C@@H]2O (some centres undefined)
  -11, 4
COc1cc2c3c(c1OC)Oc1ccc(cc1)C[C@H]1c4c(cc(OC)c(OC)c4Oc4ccc(cc4)C[C@@H]3N(C)CC2)CCN1C
  86*, -40*
CN1C(=O)C(=Cc2ccccc2OS(=O)(=O)c2ccccc2)C(=O)N(C)C1=O
  -7, -5

# High-throughput results (PubChem BioAssay)

# Only part of the results is shown (hit frequency here may not be typical).
